Screening results as filed in PubChem.
TCR act: activators of T cell receptors; Potency, µM (doses to about 9.22 µM), for the others: at the highest dose activation of IL-2 secretion, actives largely listed as activators; AID 504894; primary human leukocytes, anti-CD3, IL-2 HTRF, 48 h; 330,000 tested, under 10 active; note: % of control where 0% means no effect
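HTRF read-out of IL-2 secretion: europium cryptate donor excited at 320nm, d2 acceptor emission at 665nm. Cells were primary human leukocytes incubated 48 hr with compounds and a-CD3 beads, supplying TCR signal only.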
USP2a block: USP2a (human) protease inhibition; O75604; USP2 core, Ub-CHOP2 coupled fluorogenic reporter, 485/531; Potency, µM (top dose mostly 38.3 µM), for the others: top-dose activity change, negative = inhibition, actives largely listed as inhibitors; actives 0.01% (n = 330,000); AID 463254;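 note: potency is the fitted concentration of half-maximal effect; plate controls were DMSO wells for no effect and full inhibition by NEM control for full effect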
Target sequence (O75604 whole entry, looked up): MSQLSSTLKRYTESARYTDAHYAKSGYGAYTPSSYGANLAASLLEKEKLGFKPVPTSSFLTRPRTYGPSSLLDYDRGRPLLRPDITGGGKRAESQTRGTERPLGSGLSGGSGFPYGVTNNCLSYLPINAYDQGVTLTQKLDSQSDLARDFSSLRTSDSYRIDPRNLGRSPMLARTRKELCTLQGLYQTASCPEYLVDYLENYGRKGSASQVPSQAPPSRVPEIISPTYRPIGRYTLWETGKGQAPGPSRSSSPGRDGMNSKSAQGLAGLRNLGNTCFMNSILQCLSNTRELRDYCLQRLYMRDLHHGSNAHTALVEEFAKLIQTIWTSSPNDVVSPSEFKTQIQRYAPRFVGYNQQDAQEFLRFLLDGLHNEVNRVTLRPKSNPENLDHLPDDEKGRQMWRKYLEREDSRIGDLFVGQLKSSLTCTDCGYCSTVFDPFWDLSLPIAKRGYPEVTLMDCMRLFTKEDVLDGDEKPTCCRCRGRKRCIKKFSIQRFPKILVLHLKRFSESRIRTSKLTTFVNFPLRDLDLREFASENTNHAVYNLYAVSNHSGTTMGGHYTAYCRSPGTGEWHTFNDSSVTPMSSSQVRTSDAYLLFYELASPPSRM
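USP2 core (10nM final) preincubated 30min RT with compound in 20mM Tris-HCl pH 8.0, 2mM CaCl2, 2mM beta-mercaptoethanol, 0.05% CHAPS; 25nM Ub-CHOP2 plus 25nM reporter substrate added, fluorescence (Ex485/Em531) read after 60min.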
AT treatment: potential ataxia-telangiectasia treatment; […] A-T fibroblasts, KAP-1 phosphorylation AlphaLISA; neocarzinostatin DNA damage 30 min before lysis; actives 0.19% (n = 320,000); Potency, µM (series often up to 57.5 µM), for inactives: top-dose activation, hits mostly activators; AID 485349; note: potency is the fitted concentration of half-maximal effect; % of control where 0% means no effect; nearly all actives have a fitted effect of over 45% in size
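hTERT-immortalized A-T patient fibroblasts ([…]), 500 cells/well in OPTI-MEM, 1% FBS, got compounds for 60 min, then NCS for 30 min at 37C. Lysates were then assayed for phospho-KAP-1 by AlphaLISA (anti-pKAP1 donor, anti-KAP1 acceptor beads), 6 hr at 25C.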
Eya2 inh: inhibitors of human Eya2 phosphatase activity | actives 0.006% (n = 330,000) | Potency, µM (series often up to 76.9 µM), for the others: top-dose activity, negative = inhibition, most hits filed as inhibitors | recombinant Eya2, OMFP fluorescence dephosphorylation (OMFP is methylfluorescein phosphate) | O00167; note: potency is the fitted concentration of half-maximal effect; % is set by controls: 0 for no effect and ±100 for the full control effect
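Eya2 protein (added as 0.2 uM solution) was preincubated with compound for 10 min at ambient temperature in 50 mM HEPES pH 7.5, 50 mM NaCl, 5 uM MgCl2, 0.05% BSA, 1 mM DTT. OMFP (added at 50 uM) then reacted 10 min; fluorescence read at 485/525 nm.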
ELG1 repair inh: ELG1-dependent DNA repair inhibition. HEK293T ELG1-luciferase reporter, luminescence, 16 h; DNA damage induced by 5-fluorouridine. Potency, µM (titrated, usually from 46.1 µM), for the others: top-dose activity change, negative = inhibition, usual class: inhibitors. actives 2.3% (n = 330,000). AID 504467; note: potency is the fitted concentration of half-maximal effect; % is set by controls: 0 for no effect and ±100 for the full control effect; nearly all actives have a fitted effect of over 55% in size
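Overnight (16 hr) co-exposure of 2,000 cells/well to 5-fluorouridine and compound at 37 °C preceded detection. Luciferase was quantified via ONE-Glo luminescence; loss of signal denotes inhibition.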
Mito fusion act: blocks mitochondrial division or promotes mitochondrial fusion | S. cerevisiae fusion-defective mutant growth rescue, CellTiterGlo 48 h | Potency, µM (highest dose often 46.1 µM), without a hit: at the highest dose growth rescue (activation), actives largely listed as activators | actives 0.23% (n = 320,000) | AID 485298;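 note: potency is the fitted concentration of half-maximal effect; % of control where 0% means no effect; nearly all actives have a fitted effect of over 45% in size; temperature-sensitive fusion mutants such as fzo1-1 at 37 °C on non-fermentable ethanol glycerol medium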
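Growth-rescue viability read-out: after 48 h at the non-permissive 37C in glycerol/ethanol YPEG, yeast mitochondrial fusion mutants are measured by CellTiterGlo luminescence; compounds (23 nl pinned per well) restoring growth score as division inhibitors or fusion activators.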
KCNH2 3.1 inh: inhibitors of human KCNH2 3.1 potassium channel isoform | U2OS KCNH2 3.1, thallium flux FluxOr; active compounds read low | activity change, % (tested at about 1.8 µM) | actives 0.95% (n = 340,000) | AID 720553;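 active = maximum activity change below -70%; inconclusive = maximum activity change from -70% to -50%; inactive = maximum activity change above -50%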;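 note: thallium influx rate constant from kinetic fluorescence after stimulation buffer; % is set by controls: 0 for no effect and ±100 for the full control effect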
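Normalized rate constant (relative to positive and negative DMSO controls) derived from a 2 min kinetic fluorescence read after stimulation; U2OS cells expressing the 3.1 isoform via virus at 1.77 x 10^8 /mL.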
TSHR antag: human thyrotropin receptor antagonism; P16473; TSHR-expressing cells, TSH-stimulated cAMP HTRF, 2 h; active compounds read low; activity change, negative = inhibition, % at 11.5 µM; actives 0.2% (n = 330,000);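 active = activity change below a set negative limit, meaning inhibition stronger than a set level, cut at about -70% in these data; inconclusive = activity change between two set negative limits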; note: % is set by controls: 0 for no effect and ±100 for the full control effect
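Inhibition of cAMP made by TSHR-expressing cells under TSH stimulation (4nM final, EC80; 2 h, 37 deg C) is quantified with a one-step lysis HTRF kit, anti-cAMP cryptate versus cAMP-d2.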
TRPV1 agonist: activates the human vanilloid receptor TRPV1. Q8NER1. TRPV1-expressing cells, Fluo-8 calcium influx, agonist mode. activation, % at 8.33 µM. actives 0.19% (n = 320,000). AID 540275; in the data active = activation above about 80%; inconclusive = between about 30% and that limit; note: 0% is about no effect
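Fluo-8 calcium influx in TRPV1-expressing cells, kinetic read (ex 480/em 520 nm). Compound added and read 3 min for agonist activity, followed by capsaicin at EC20 final and 2 min further read for enhancement.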
KCNH2 WT inh: blocks the wildtype human KCNH2 potassium channel; Q12809; U2OS, BacMam KCNH2, thallium flux FluxOr; active compounds read low; activity change, % at 1.84 µM; actives 0.37% (n = 340,000); AID 720551;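 active = maximum activity change below -70%; inconclusive = maximum activity change between -70% and -50%; inactive = maximum activity change above -50%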; note: % is set by controls: 0 for no effect and ±100 for the full control effect
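U2OS cells were transduced with wild-type KCNH2 virus (2.03 x 10^8 / mL) for 4 h at room temperature, then cultured overnight at 37 C. Thallium flux was read with FluxOr dye. Rate constants were normalized to DMSO controls.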
* = called active by the depositor; u = inconclusive; x = not tested or not shown; & = joins results of further samples; [ ] = another dose, or the depositor's remark. Unless noted, calls come from the whole dose curve; as a rule, active = well fitted curve in the direction sought with a large enough effect; inconclusive = small, poorly fitted or top-dose-only effect, or another doubt; inactive = no such curve, though single readings can be large; an effect the other way counts as inactive or inconclusive.

SMILES	TCR act	USP2a block	AT treatment	Eya2 inh	ELG1 repair inh	Mito fusion act	KCNH2 3.1 inh	TSHR antag	TRPV1 agonist	KCNH2 WT inh
O=C(Oc1c(-c2ccccc2)c(=O)n2c3c(cccc13)CC2)c1ccc(F)cc1	3%	-1%	-8%	-20%	u	11%	-11	15	20	-3
Brc1ccc(C=Nc2ccc3c(c2)OCCOCCOCCO3)s1	4%[46.1 µM]	4%	-6%	6%	u	-5%	-1	8	1	5
CC(=O)c1ccccc1NC(=O)COC(=O)c1ccccc1NC(=O)c1ccccc1	4%[46.1 µM]	-1%	5%	-5%	-9%	5%	7	4	0	-3
CCCCn1c(-c2cccnc2)nc2cc3[nH]c(=O)c(C(C)C)nc3cc21	-3%	2%	7%	-1%	-3%	0%	-3	-5	0	-7
COc1ccc(N2CC(C(=O)N[C@@H](C)C(=O)N3CCCCC3)CC2=O)cc1 (stereo partly drawn)	6%	3%	-1%	5%	20%	-6%	-10	9	-2	2
O=C(c1ccc(CS(=O)c2cccc(Cl)c2)o1)N1CCCCCC1 (stereo not drawn)	2%	-1%	-1%	1%	-21%	2%	9	-1	0	4
COc1ccc(NC(=O)CC2C(=O)NCCN2C(=O)c2ccc(N(C)C)cc2)cc1 (stereo not drawn)	-1%	3%	0%	u	1%	-3%	1	-4	-2	-1
CC[C@H](C)[C@@H]1NC(=O)c2cc([N+](=O)[O-])cc(F)c2NCCCC[C@@H](C(N)=O)NC(=O)[C@H](CCCCN)NC1=O	-1%	1%	-2%	6%	-6%	-3%	14	0	0	2
CCCNC(=O)C(Cc1ccccc1)NC(=O)c1ccc(C(C)(C)C)cc1 (stereo not drawn)	4%	2%	12%	-3%	23%	0%	-8	3	28	2
Cc1cc(N2O[C@H]3C=C[C@@H]2C3)no1	2%[46.1 µM]	-1%	1%[11.5 µM]	-13%	u	x	3	-7	x	2
Cc1ccc(-c2nc3ccccc3nc2Cl)cc1	x	1%	-8%	-4%	-6%	6%	0	-3	4	9
CCN1CCN(C(c2ccccc2OC)c2nnnn2C2CCCCC2)CC1 (stereo not drawn)	3%	1%	-8%	2%	8%	-1%	37	-4	0	6
CCCN1CCN(S(=O)(=O)c2ccc3c(c2)NC(=O)C(C)S3)CC1 (stereo not drawn)	3%	-1%	-5%	10%	-3%	17%	3	15	26	0
C[C@]12C=CC(=O)C=C1CCC1C3CC[C@](O)(C(=O)CO)[C@@]3(C)CC3OC312 (stereo partly drawn)	-3%[46.1 µM]	3%	6%	0%	11%	1%	-4	10	-4	-13
Cc1[nH]n(S(=O)(=O)c2ccccc2)c(=O)c1N=Nc1cccc(Cl)c1	x	0%	-3%	5%	-16%	1%	8	-5	30	-4
COc1ccccc1NC1=NC(C)(C)N=C(N)N1	5%	0%	-4%	1%	8%	1%	4	-3	0	-4
CCS(=O)(=O)N1CCC(C(=O)N2CCN(Cc3ccccc3)CC2)CC1	-1%	1%	3%	-7%	3%	-5%	16	10	3	10
Cc1ccc2c(C)c(C(=O)NCCN3CCCC(O)C3)oc2c1C (stereo not drawn)	-5%	2%	-2%	-5%	u	2%	3	5	4	-3
COC(=O)c1ccc(S(=O)(=O)NCc2ccccc2)n1C	4%	0%	-17%	0%	2%	-5%	3	12	10	-4
O=C(N/C(=C\c1ccc(Br)cc1)C(=O)N1CCOCC1)c1ccc(Br)o1	-1%	4%	-2%	2%	4%	7%	-2	34	-1	7
Cc1ccc(-c2nn(-c3ccccc3)cc2C(=O)O)o1	x	u	-8%	7%	u	-5%	x	-18	-1	x
Cn1c(N)c(C(=O)COC(=O)COc2ccc3ccccc3c2)c(=O)n(C)c1=O	8%	2%	-1%	-6%	1%	0%	-9	-10	1	16
CCOc1cc(N2CCOCC2)c(OCC)cc1NC(=O)c1cc(C)cc(C)c1	-1%	-12%	-5%	-8%	u	28%	11	-11	-3	-20
CCOc1ccccc1NC(=O)c1nc(S(=O)(=O)Cc2cccc(C)c2)ncc1Cl	-4%	0%	-12%	-8%	u	-19%	-9	-83*	4	-1
CCn1c(=O)[nH]c2cc(Cl)c(Cl)cc21	-22%	1%	1%	7%&-4%	22%	-54%&-13%[inhibitor]	1	5&10	-2	1
Cc1ccc(SCCC(=O)NCc2ccco2)cc1	5%	-7%	-6%	-5%	3%	0%	-2	7	u	2
CC(/C=C\C=C\c1ccccc1)=N\NC(=O)c1cncc(Br)c1	3%	-3%	-2%	-8%	u	-7%	4	18	3	-11
Cc1ccc2c(c1)N(CC(=O)NCCCN1CCCC1)C(=O)CO2	2%	1%	5%	-3%	4%	-1%	0	16	0	-5
COc1ccccc1NC(=O)CSc1nnc(C)n1CC1CCCO1 (stereo not drawn)	5%[46.1 µM]	0%	9%	3%	6%	-3%	14	34	-1	7
N/C(=N\N=C\c1cccc([N+](=O)[O-])c1)c1nonc1N	1%	0%	-2%	5%	u	5%	12	9	-3	1
CCOC(=O)N1CCN(CC(=O)Nc2ccc(F)c(F)c2F)CC1	-3%	1%	-2%	-30%	-15%	-5%	7	6	19	-2
O=C(O)c1cnn(-c2ccccc2)c1-n1cccc1	0%[46.1 µM]	0%	1%	-15%	-1%	-3%	-7	0	-1	-15
CCCCn1c(-c2ccc(C(C)(C)C)cc2)nc2cc3[nH]c(=O)c(C(C)C)nc3cc21	-2%	1%	6%	4%	-5%	-12%	22	0	-2	5
Cc1cccc(C(C)C)c1NC(=O)COC(=O)CN1C(=O)C2CC=CCC2C1=O (stereo not drawn)	-3%	0%	4%	16%	5%	-2%	0	3	3	8
COc1ccccc1Oc1nc([N+](=O)[O-])nn1CC(N)=O	14%	-2%	-3%	9%	-1%	-2%	1	8	4	-2
COc1ccc(/C=C2/SC(=S)N(CCC(=O)O)C2=O)cc1	x	4%	-5%	-7%	17%	5%	-5	4	-5	-1
COc1cc(/C=N/NC(=O)c2nnn(-c3nonc3N)c2C(C)C)ccc1OCc1ccc(F)cc1	1%	4%	0%	5%	u	-11%	u	-29	2	-1
O=C(CSc1nnc(-c2ccccc2F)n1C1CC1)NCc1ccco1	-4%	3%	2%	12%	0%	0%	-6	-13	1	-3
CCOc1ccc(CC(=O)Nc2ccc(S(=O)(=O)Nc3cc(C)on3)cc2)cc1OCC	-2%	2%	5%	-11%	u	0%	-3	5	0	1
CNC(=O)C(=O)Nc1ccc2c(c1)N(S(=O)(=O)c1cccs1)CCC2	1%	0%	2%	-12%	13%	4%	-6	-6	21	2
CN(C)c1ccc(/C=N/N=C2/SC(CC(=O)O)C(=O)N2c2ccc(O)cc2)cc1 (stereo not drawn)	9%	1%	-4%	0%	17%	-2%	6	7	-3	-5
CCC(C)(C)NC(=O)C(c1cccnc1)N(C(=O)c1csnn1)c1ccccc1 (stereo not drawn)	2%	1%	8%	0%	u	28%	8	82	-6	24
CCc1nnc(NC(=O)C2CCCO2)s1 (stereo not drawn)	-6%	2%	2%	8%	u	-12%	22	20	-3	0
CN(C)CCN=Cc1c(O)n(Cc2ccc3c(c2)OCO3)c(=O)c2ccccc12	1%	1%	1%	22%	-1%	0%	-13	18	0	-2
Cc1ccc(S(=O)(=O)N(C)c2ccccc2C(=O)N2CCCC2)cc1	-4%	0%	0%	5%	30%	4%	26	10	3	-28
CC(C)C[C@H](NC(=O)N1CC(=O)Nc2ccccc21)C(=O)N[C@H](Cc1c[nH]c2ccccc12)C(=O)O	-2%	-1%	5%	-13%	4%	-4%	-16	-7	-4	2
CCC(C)NC(=O)C1CCN(S(=O)(=O)c2cccc3nonc23)CC1 (stereo not drawn)	-5%	3%	1%	-5%	11%	-2%	u	2	-3	0
Cc1ccccc1NC(=O)c1c(C)[nH]c(=S)c(C#N)c1-c1ccco1	27%[46.1 µM]	-2%	4%	-13%	2%	0%	-17	-1	1	0

The list is partial; rates above refer to the full screens.
